Assay outcomes deposited in PubChem BioAssay by National Center for Advancing Translational Sciences (NCATS).
N370S GC mod: inhibits or activates N370S mutant glucocerebrosidase. P04062. N370S GC spleen homogenate, 4MU-glucoside fluorescence. Potency, µM (top dose mostly 59.4 µM), for inactives: at the top dose activity change, negative = inhibition, actives largely listed as inhibitors. AID 2101. 0.092% of 330,000 active;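 also: 0% = full enzyme activity and -100% = no enzyme basal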
TDP1 inh: blocks human tyrosyl-DNA phosphodiesterase 1 | Q9NUW8 | Potency, µM (highest dose often 130 µM), for inactives: at the highest dose activity change, negative = inhibition, usual class: inhibitors | 0.28% of 350,000 active | recombinant TDP1, AlphaScreen DNA substrate cleavage | AID 485290; also: nearly all actives have a fitted effect of over 40% in size
Target sequence (Q9NUW8 whole entry, looked up): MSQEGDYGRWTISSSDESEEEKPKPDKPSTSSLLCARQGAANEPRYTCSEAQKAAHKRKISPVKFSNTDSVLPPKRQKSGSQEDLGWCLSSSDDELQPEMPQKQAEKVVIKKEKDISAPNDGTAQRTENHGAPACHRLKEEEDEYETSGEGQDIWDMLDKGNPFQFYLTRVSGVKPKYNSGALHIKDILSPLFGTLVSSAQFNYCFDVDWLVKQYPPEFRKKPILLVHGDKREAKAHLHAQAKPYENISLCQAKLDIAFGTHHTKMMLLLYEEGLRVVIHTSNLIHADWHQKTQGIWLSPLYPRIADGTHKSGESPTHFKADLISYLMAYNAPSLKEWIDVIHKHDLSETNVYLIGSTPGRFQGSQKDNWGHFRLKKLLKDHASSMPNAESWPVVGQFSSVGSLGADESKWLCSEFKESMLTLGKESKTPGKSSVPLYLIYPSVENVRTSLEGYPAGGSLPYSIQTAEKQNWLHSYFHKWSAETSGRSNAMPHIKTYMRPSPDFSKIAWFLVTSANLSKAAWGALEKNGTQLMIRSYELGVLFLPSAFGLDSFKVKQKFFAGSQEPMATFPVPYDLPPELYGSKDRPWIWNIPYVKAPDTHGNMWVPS
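Recombinant human Tdp1 (E. coli-expressed, 1 nM final) preincubated with compounds 15 min at room temperature, then 5'-biotin/3'-phosphotyrosine-FITC DNA substrate (15 nM final) added for 5 min. AlphaScreen beads (10 ug/ml final) added 10 min; cleavage lowers signal.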
FEN1 inhibitor: inhibitors of human flap endonuclease 1; P39748; Recombinant FEN1 flap cleavage, fluorescence, 15 min; Potency, µM (doses to about 114 µM), inactives show top-dose activity change, negative = inhibition, most hits filed as inhibitors; 0.35% of 390,000 active; AID 588795; also: nearly all actives have a fitted effect of over 65% in size
Target sequence (P39748 whole entry, looked up): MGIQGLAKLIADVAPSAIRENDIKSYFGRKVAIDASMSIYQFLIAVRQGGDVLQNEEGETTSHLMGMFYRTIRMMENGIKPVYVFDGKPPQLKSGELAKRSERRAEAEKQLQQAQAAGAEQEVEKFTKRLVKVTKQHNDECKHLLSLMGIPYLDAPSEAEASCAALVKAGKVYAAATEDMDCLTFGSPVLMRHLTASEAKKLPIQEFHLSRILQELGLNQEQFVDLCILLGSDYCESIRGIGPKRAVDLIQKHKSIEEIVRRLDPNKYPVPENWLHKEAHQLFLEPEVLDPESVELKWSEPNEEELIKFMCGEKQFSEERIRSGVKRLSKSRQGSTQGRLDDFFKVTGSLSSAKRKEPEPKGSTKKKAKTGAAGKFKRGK
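Potency values derive from four-parameter Hill fits of normalized qHTS data. The reaction used 10 nM FEN1 preincubated 15 min at room temperature with compound, then 50 nM DNA substrate, read at 0 and 15 min.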
* hit, by the source's call; ? = inconclusive; nt = not tested or not shown; & = joins results of further samples; ! = not confirmed by another sample; [ ] = another dose, or the depositor's remark. Calls follow the shape of the dose curve; as a rule, active = well fitted curve in the direction sought with a large enough effect; inconclusive = small, poorly fitted or top-dose-only effect, or another doubt; inactive = no such curve, though single readings can be large; an effect the other way counts as inactive or inconclusive. Unless noted, % is scaled to controls: 0 for no effect and ±100 for the full control effect; potency is read from the fitted curve at half-maximal effect. Not all compounds are listed; the hit share may differ from the screen's.

SMILES | N370S GC mod | TDP1 inh | FEN1 inhibitor
CCOP(=S)(OCC)C(O)CCCCCn1c(=O)c(F)cn(C2CCCO2)c1=O (stereo not drawn) | 0% | nt | 7%
CCN(CC)CCN1Cc2ccccc2C1=N | ? | 0% | 0%
COC(=O)C1=C(c2ccc(F)cc2OCc2ccccc2)C[C@@H]2CC[C@H]1N2C(=O)NCc1cccc(C(F)(F)F)c1 | nt | 0% | 5%
O=[N+]([O-])c1ccc(N2CCCC2)c(F)c1Br | 13% | 4% | -2%
C[C@@]12CC(=O)[C@H]3[C@@H](CCC4=CC(=O)CC[C@]43C)[C@H]1CCC2=O | -4%[21.6 µM] | 7%[56.1 µM] | nt
CCCN(CCC)CCc1c[nH]c2ccc(C(N)=O)cc12 | 6%&0% | 10%[56.1 µM] | 9%[229 µM]
CCCC[C@H]1C(=O)O[C@H](C)[C@H](NC(=O)c2cccc(NC=O)c2OC)C(=O)O[C@@H](C)[C@@H]1OC(=O)CC(C)C | -4%&18%&1% | 13%&11%&6% | nt
C=C[C@H]1CN2CC[C@H]1C[C@H]2c1[nH]c2ccccc2c1CCO | -16% | -9%[56.1 µM] | nt
CC12CNCC(C)(CNC1)C2O (stereo not drawn) | -4% | 0% | 6%
Cc1cc(Cl)ccc1C(=O)C1CCCN(C2CCSCC2)C1 (stereo not drawn) | 14% | 3% | -3%
CC1=C[C@@H]2c3cccc4[nH]cc(c34)C[C@H]2N(C)C1 | -8%&-12% | 5% | ?
O=C(c1ccccc1)c1cn(CC(=O)N2CCCC2)c2ccccc12 | 3% | -1% | -8%

Brought forward from above: seven entries, then new ones.
SMILES | N370S GC mod | TDP1 inh | FEN1 inhibitor
CCCN(CCC)CCc1c[nH]c2ccc(C(N)=O)cc12 | 6%&0% | 10%[56.1 µM] | 9%[229 µM]
CCCC[C@H]1C(=O)O[C@H](C)[C@H](NC(=O)c2cccc(NC=O)c2OC)C(=O)O[C@@H](C)[C@@H]1OC(=O)CC(C)C | -4%&18%&1% | 13%&11%&6% | nt
C=C[C@H]1CN2CC[C@H]1C[C@H]2c1[nH]c2ccccc2c1CCO | -16% | -9%[56.1 µM] | nt
CC12CNCC(C)(CNC1)C2O (stereo not drawn) | -4% | 0% | 6%
Cc1cc(Cl)ccc1C(=O)C1CCCN(C2CCSCC2)C1 (stereo not drawn) | 14% | 3% | -3%
CC1=C[C@@H]2c3cccc4[nH]cc(c34)C[C@H]2N(C)C1 | -8%&-12% | 5% | ?
O=C(c1ccccc1)c1cn(CC(=O)N2CCCC2)c2ccccc12 | 3% | -1% | -8%
Oc1ccc2c3c1O[C@H]1[C@@H](O)CC[C@@]4(O)C(C2)N(CC2CCC2)CCC314 (stereo partly drawn) | 3%&-1% | 9%[56.1 µM] | 7%
Nc1ccccc1C(=O)OCc1ccc([N+](=O)[O-])cc1 | -23% | -1% | 0%
O=C(c1ccc(CNS(=O)(=O)c2ccccc2)cc1)N1CCC2(CC1)OCCO2 | -3% | -3% | 6%
CCN(CC)CCNCc1nc2ccccc2c(=O)n1-c1ccc(F)cc1 | -1% | 0% | -3%
COc1cc(Br)c(CNCCc2ccc3c(c2)OCO3)cc1OC | 0% | nt | 5%
N#CC(C#N)=Cc1ccc(C=C(C#N)C#N)cc1 | -2% | 9% | 5%
COC(=O)C1=C(c2ccc(F)cc2F)C[C@@H]2CC[C@H]1N2C(=O)NCC1CC1 | nt | 1% | 0%
CCOc1ccc(N2C(=O)NC(=O)/C(=C\c3ccc(N4CCCCC4)o3)C2=O)cc1 | 7% | 0% | 2%
O=C(N/N=C/C1C(=O)NC(=S)N(c2ccccc2)C1=O)c1cc(Br)c(O)c(Br)c1 (stereo not drawn) | -2% | 9% | -9%
O=C(Nc1cccc2ccccc12)N1CCC2(CC1)OCCO2 | -10% | 1% | -11%
O=c1c2ccccc2[se]n1-c1ccccc1 | 22µM*! | 11% | 79µM*
CN1C[C@H](CO)C[C@@H]2c3cccc4[nH]cc(c34)C[C@H]21 | -1% | nt | 7%
CN(C)P(=S)(Nc1ccccc1)C(Cl)(Cl)Cl (stereo not drawn) | 8% | 0% | -2%
Cc1cccc(CCNCc2cc3cc(C)cc(C)c3[nH]c2=O)c1 | 10% | nt | -20%
Cc1cc(C)c2c(c1)-c1cc(C)nn1C(c1cccnc1)N2 (stereo not drawn) | ? | nt | -15%
C=CCN(c1ccc(C(=O)N(CC)CC)cc1)S(C)(=O)=O | -7% | 2% | 30%
N#CCCn1cc(C(=O)Nc2ccccc2Cl)c(-c2ccc(F)cc2)n1 | 2% | 1% | -8%
CC(C)Cc1[nH]c(=O)c(C#N)c2c1CCC2 | -2% | 4% | -12%
FC(F)(F)c1ccc(Cl)cc1 | -3% | 5% | nt
Cc1cc(=O)oc2c(C)c(OCC(=O)N3CCN(Cc4ccccc4)CC3)ccc12 | 6% | 4% | 4%
COc1ccc2c(C)c(CC(=O)N3C[C@H]4C[C@@H](C3)c3cccc(=O)n3C4)c(=O)oc2c1C | 9% | nt | 14%
CC1CC(=O)O1 (stereo not drawn) | -1% | 6% | nt
O=C1C=C2C=CC3C[C@@]2(O1)C1CCCCN31 (stereo partly drawn) | -2% | 9% | nt
Fc1cccc(CN2CCN(c3ccc(Cl)cc3)CC2)c1 | -11% | nt | 9%
O=C1NC(=S)NC(=O)C12C(c1ccccc1)NC(=S)NC2c1ccccc1 (stereo not drawn) | -11% | -11% | 15%
CCCn1c(=O)c2[nH]c(C3CCCC3)nc2n(CCCOC(=O)c2ccc(S(=O)(=O)F)cc2)c1=O | 26% | 12%[56.1 µM] | nt
COc1cccc(CN2CCN(C(=O)Cc3ccccc3OC)CC2)c1 | -8% | 3% | 21%
COC(=O)C1=C(c2ccc(-c3ccccc3)c(F)c2)C[C@@H]2CC[C@H]1N2C(=O)NCc1cc(C)oc1C(F)(F)F | nt | 2% | 7%
CN1CCc2cc3c(cc2[C@@H]1O)OCO3 | ? | 3%[56.1 µM] | nt
O=C(CCc1nnc2ccc(NCc3ccc(F)cc3)nn12)N1CCC2(CC1)OCCO2 | -3% | 5% | 10%
CC1=Nc2ccccc2/C1=C/c1c(O)[nH]c(=O)[nH]c1=O | -9% | nt | 6%
CCCCNC(=O)c1c(N)n(CCCOC)c2nc3ccccc3nc12 | ? | nt | ?
COc1ccc(S(=O)(=O)N(CC(=O)NCc2ccccc2OC)c2ccc(C)cc2)cc1 | nt | -1% | ?
Cc1ccc(C)c(OCc2cc(C(=O)N3C[C@H]4C[C@@H](C3)c3cccc(=O)n3C4)no2)c1 | 13% | 0% | -10%
CCN(CC)C(=O)c1ccc(NC(=O)c2ccc3c(c2)NC(=O)CS3)cc1 | nt | 0% | -1%
Cc1ccccc1NC1(C#N)CCCCC1 | 6% | 6% | -1%
Cc1cc(OCCCC(=O)NCc2cccs2)ccc1Cl | 5% | 0% | -16%
CC1(C)CN=C(Nc2ccc(F)c(F)c2)S1 | -2% | 3% | -19%
Cc1ccc(N2C(=O)NC(=O)/C(=C/c3cnc(-c4ccccc4)nc3)C2=O)cc1C | -2% | 0% | 1%
CC(C#N)CCC#N (stereo not drawn) | -2% | -1%&5% | 1%
Cc1cc(=O)oc2c(C)c(OCC(=O)N3CCC(C(=O)O)(c4ccccc4)CC3)ccc12 | 3% | nt | 0%
O=C(Cl)C(Cl)(Cl)Cl | -11% | 13% | nt
N#CC(C#N)=Cc1ccc(-c2ccccc2)o1 | 0% | 3% | nt
Cc1ccsc1C(=O)C1CCCN(Cc2cn(C)nc2C)C1 (stereo not drawn) | 4% | 0% | 6%
CC(C)(COCC1CO1)COCC1CO1 (stereo not drawn) | -4% | 15% | nt
CN(C)C(=O)Oc1ccc2ccccc2c1Cl | 7% | -4% | 6%
O=C(COc1ccccc1)NCCc1cnc[nH]1 | -5% | nt | -5%
CC1=C(O)C(=O)[C@@H]2O[C@@H]2C1=O | -10% | -9% | nt
c1ccc2sc(SNC3CCCCC3)nc2c1 | 2% | 17% | nt
C[C@H]1O[C@@H](O[C@H]2[C@@H](O)C[C@H](O[C@H]3[C@@H](O)C[C@H](O[C@H]4CC[C@]5(C)C6CC[C@]7(C)[C@@H](C8=CC(=O)OC8)CC[C@]7(O)C6CC[C@@H]5C4)O[C@@H]3C)O[C@@H]2C)C[C@H](O)[C@@H]1O (stereo partly drawn) | -9% | 14%[56.1 µM] | nt
CCOP(=O)(Cc1cc(C#N)oc1C)OCC | 1% | 0% | 1%
O=c1c(C=Nc2cccnc2Cl)c(O)n(CCCCl)c(=O)n1C1CCCCC1 | 5% | 2% | -18%
Cn1c(O)c(C=NCCOc2ccc(Cl)cc2)c(=O)n(C)c1=O | 7% | 4% | -13%
C[C@@]12CCC(OS(=O)(=O)O)C[C@@H]1CCC1C2CC[C@]2(C)C(=O)CCC12 (stereo partly drawn) | 0% | 4% | nt
Cc1nc2c(c(=O)[nH]1)C(c1ccccc1Cl)c1c(c3ccccc3oc1=O)O2 (stereo not drawn) | -2% | nt | 1%
O=C(CNC(=O)OCc1ccccc1)Nc1ccc(Br)cc1C(=O)c1ccccc1Cl | 7% | 4% | 6%
CN1C(=O)C(=Cc2ccc(OCCN(C)c3ccccn3)cc2)C(=O)N(C)C1=O | -1% | -6% | -3%
C=CCn1c(O)c(C=Nc2ccc(F)cc2)c(=O)[nH]c1=O | 1% | nt | -7%
COc1cc2c3cc1Oc1cc(ccc1O)C[C@@H]1c4c(cc(OC)c(O)c4Oc4cccc(c4)C[C@H]3N(C)CC2)CC[N+]1(C)C | 11%[21.6 µM] | 5%[21 µM] | nt
CCc1ccc(NC(=O)C(C)OC(=O)c2c(C)nn(Cc3ccccc3)c2Cl)cc1 (stereo not drawn) | -1% | 4% | -12%

Part of the list above, limited to TDP1 inh and FEN1 inhibitor:
smiles,TDP1 inh,FEN1 inhibitor
Cc1nc2c(c(=O)[nH]1)C(c1ccccc1Cl)c1c(c3ccccc3oc1=O)O2 (stereo not drawn),nt,1%
O=C(CNC(=O)OCc1ccccc1)Nc1ccc(Br)cc1C(=O)c1ccccc1Cl,4%,6%
CN1C(=O)C(=Cc2ccc(OCCN(C)c3ccccn3)cc2)C(=O)N(C)C1=O,-6%,-3%
C=CCn1c(O)c(C=Nc2ccc(F)cc2)c(=O)[nH]c1=O,nt,-7%
COc1cc2c3cc1Oc1cc(ccc1O)C[C@@H]1c4c(cc(OC)c(O)c4Oc4cccc(c4)C[C@H]3N(C)CC2)CC[N+]1(C)C,5%[21 µM],nt

Continuation.
SMILES | N370S GC mod | TDP1 inh | FEN1 inhibitor
CCOC(=O)N1CCN(C(=O)Cn2ncc3c4ccccc4n(Cc4ccc(F)cc4)c3c2=O)CC1 | nt | 5% | ?
CC(C)(C)P(=O)(N1CCOCC1)N1CCOCC1 | 8% | 6% | -4%
NCCc1ccccc1 | 1% | 1% | 10%
CCCN(CCC)[C@@H]1CCc2cccc(O)c2C1 | 2%&2%&-6%&-5% | -1%[56.1 µM] | 4%
CC(=O)C1C2c3ccccc3OC1(C)N=c1s/c(=C/c3cnn(C)c3)c(=O)n12 (stereo not drawn) | -18% | 7% | 2%
COc1cc(N)c(Cl)cc1C(=O)N[C@@H]1CN2CCC1CC2 | -10% | 11%[56.1 µM] | nt
CCOC(=O)C1=C(C)c2ccccc2OC1(C(=O)OCC)c1ccccc1 (stereo not drawn) | 6%[89.1 µM] | -2%[56.1 µM] | -5%
CCN(CC)C1=NC(=[N+](CC)CC)c2ccccc21 | 0% | 1% | -15%
CC(Cl)CCl (stereo not drawn) | -10% | 6% | nt
CC(C)N1CCN(Cc2cc3c(cc2Cl)OCO3)CC1CCO (stereo not drawn) | -5% | -2% | -4%
C=CCn1c(O)c(C(CC)=NCCc2ccccc2)c(=O)[nH]c1=O | 25% | 1% | 12%
Cc1cc(C(=O)OCC(=O)Nc2ccc(F)cc2F)c(C)n1C1CC1 | nt | 2% | -2%
CC(C)C12CN3CCN(CC(C3)/C1=N\O)C2 | 26% | -9% | -8%
Cc1c(C(c2ccc(Br)cc2)c2c(O)c3ccccc3oc2=O)c(=O)n(-c2ccccc2)n1C (stereo not drawn) | -1% | 3%&3% | 4%&-15%
N[C@H](C(=O)O)c1cc(=O)[nH]o1 | -4% | -12%[56.1 µM] | nt
CCCCCCCCCCCOC(=O)c1ccccc1C(=O)OCCCCCCCCCCC | -12% | 3% | nt
COc1cc(OC)c(OC)cc1CN1CCN(C(=O)COc2ccc3ccccc3c2)CC1 | -10% | 1% | 0%
O=C(c1cccnc1)C1CCCN(Cc2nc(-c3cnccn3)no2)C1 (stereo not drawn) | -4% | 4% | -7%
CCC(CO)NC(=O)[C@@H]1C=C2c3cccc4[nH]cc(c34)C[C@H]2N(C)C1 (stereo partly drawn) | 2% | -4%[56.1 µM] | nt
Nc1ccc([As](=O)(O)O)cc1 | -3%&-4% | -10%&4%&-2% | -4%
OC1(CN2CCOCC2)C2CC3CC(C2)CC1C3 (stereo not drawn) | -3% | 0% | -5%
COc1ccccc1-n1c(-c2ccccc2)nc2ccccc2c1=O | 0% | nt | 51%[activator]
